Screening results: PubChem, Broad Institute
EZH2 inh – blocks human EZH2/PRC2 H3K27 methylation. Q15910. DELFIA TRF, 1 h. AID 651548. 57,000 compounds, 0.35% hits. inhibition, % at 12.5 µM;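 active = mean inhibition of replicates at least 50% and every single replicate also reaching 50%; inconclusive = mean inhibition at least 50% but some replicate falls below 50%; inactive = mean inhibition under 50%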;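 also: dimethyl H3K27 on biotinylated H3 21-44 peptide detected by antibody; plate controls were median neutral control wells for no effect and median positive control wells for full effect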
Target sequence (Q15910 whole entry, looked up): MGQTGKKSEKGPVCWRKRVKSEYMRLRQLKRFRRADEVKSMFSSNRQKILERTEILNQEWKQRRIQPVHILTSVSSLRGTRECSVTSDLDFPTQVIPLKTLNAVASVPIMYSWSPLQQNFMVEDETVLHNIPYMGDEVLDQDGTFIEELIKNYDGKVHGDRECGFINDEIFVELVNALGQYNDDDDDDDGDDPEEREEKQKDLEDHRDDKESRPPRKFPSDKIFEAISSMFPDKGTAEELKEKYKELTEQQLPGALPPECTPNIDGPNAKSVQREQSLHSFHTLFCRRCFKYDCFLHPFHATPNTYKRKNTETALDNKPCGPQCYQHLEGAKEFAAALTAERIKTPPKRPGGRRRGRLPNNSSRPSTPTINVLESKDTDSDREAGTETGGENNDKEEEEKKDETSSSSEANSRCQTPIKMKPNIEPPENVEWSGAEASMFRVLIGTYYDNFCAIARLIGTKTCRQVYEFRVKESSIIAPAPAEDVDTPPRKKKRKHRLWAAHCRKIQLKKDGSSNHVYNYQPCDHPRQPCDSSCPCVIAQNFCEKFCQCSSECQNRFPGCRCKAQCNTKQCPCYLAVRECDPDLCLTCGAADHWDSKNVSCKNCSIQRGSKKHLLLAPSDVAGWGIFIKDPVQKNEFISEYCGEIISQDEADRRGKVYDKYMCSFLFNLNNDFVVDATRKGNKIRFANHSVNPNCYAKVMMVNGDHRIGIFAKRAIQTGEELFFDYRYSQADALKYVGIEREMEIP
IDH1 mut inh – IDH1 R132H (human) inhibition; O75874; IDH1 R132H reductase, diaphorase/resazurin fluorescence, 60 min; inhibition, % at 10 µM; 70,000 compounds, 0.18% hits; AID 624101; in the data active = inhibition above about 34%; inconclusive = no clear call, values can overlap the other calls; inactive = below about 11%;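 also: 0% = DMSO and 100% = no enzyme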
Numbers without * were called inactive; ? = inconclusive; / = not tested or not shown; & = joins results of further samples.

SMILES,EZH2 inh,IDH1 mut inh
CCCN(C)C[C@@H]1OCCCC[C@@H](C)Oc2ccc(NC(=O)Nc3cccc4ccccc34)cc2C(=O)N([C@H](C)CO)C[C@@H]1C,/,-1.2
Cc1ccc(S(=O)(=O)Nc2cccc3c2O[C@@H](CN(C)S(=O)(=O)c2c(C)noc2C)[C@@H](C)CN([C@H](C)CO)C3=O)cc1,/,-8.6
C[C@@H]1CN([C@H](C)CO)S(=O)(=O)c2ccc(-c3cccc(C#N)c3)cc2O[C@H]1CN(C)C(=O)c1ccncc1,-7,-0.2
O=C(C[C@H]1C[C@H]2c3cc(NC(=O)Nc4ccccc4)ccc3O[C@H]2[C@H](CO)O1)NCCN1CCCCC1,-3,0.0
C[C@H]1CN([C@@H](C)CO)S(=O)(=O)c2ccc(-c3ccccc3)cc2O[C@H]1CN(C)C(=O)Nc1ccccc1F,-17,0.2
C[C@H](CO)N1C[C@H](C)[C@H](CN(C)C)Oc2c(NS(=O)(=O)c3ccc(Cl)cc3)cccc2C1=O,/,-0.2
CC(=O)O[C@@H]1C[C@@H](C)[C@](O)(CCc2ccoc2)[C@]23CCC[C@](C)(C(=O)OC2)C13 (some centres undefined),/,-0.1
Cc1nccn1CC(O)COc1ccccc1Br (centres undefined),-5,?
C[C@@H]1CN([C@@H](C)CO)C(=O)c2cc(N(C)C)ccc2O[C@@H]1CN(C)Cc1ccncc1,1,-1.4
CN(C)CC(=O)N[C@H]1CC[C@@H](CC(=O)NCc2ccc(Cl)cc2)O[C@@H]1CO,-10,-0.4
CO[C@H]1CN(C)C(=O)c2ccc(NC(=O)C3CC3)cc2OC[C@@H](C)N(CC2CC2)C[C@@H]1C,21,-0.1
Cc1noc(C)c1NC(=O)Nc1ccc2c(c1)C(=O)N([C@H](C)CO)C[C@H](C)[C@H](CN(C)C(=O)Nc1ccccc1)OCCCC[C@@H](C)O2,/,2.5
COc1cccc(-c2cn(CC[C@@H]3CC[C@H](NC(=O)CC4CC4)[C@@H](CO)O3)nn2)c1,5,6.7
C[C@@H](NC(=O)C[C@@H]1C[C@H]2c3cc(NC(=O)CN(C)C)ccc3O[C@H]2[C@@H](CO)O1)c1ccccc1,-8,-0.3
NS(=O)(=O)c1cc(C2(O)NC(=O)c3ccccc32)ccc1Cl (centres undefined),/,-3.6
C[C@@H]1CN([C@H](C)CO)C(=O)c2cc(NC(=O)C3CC3)ccc2O[C@@H]1CN(C)Cc1ccc2c(c1)OCO2,-3,0.2
C[C@H]1CN([C@@H](C)CO)S(=O)(=O)c2ccc(C#CCN(C)C)cc2O[C@H]1CN(C)C(=O)c1ccccc1F,/,0.2
CO[C@H]1CN(C)C(=O)c2cc(NC(=O)C3CCCCC3)ccc2OC[C@H](C)N(Cc2nccs2)C[C@H]1C,-2,0.4
COc1cccc(NC(=O)N(C)C[C@@H]2OCc3ccccc3-c3c(n(C)c4ccccc34)C(=O)N([C@@H](C)CO)C[C@@H]2C)c1,-15,/
CC(C)C#Cc1ccc2c(c1)O[C@@H](CN(C)C(=O)c1cnccn1)[C@@H](C)CN([C@@H](C)CO)S2(=O)=O,-4&0,0.3

Whole records, looked up by structure. Screens in order: EZH2 inh, IDH1 mut inh
C[C@H](CO)N1C[C@H](C)[C@H](CN(C)C)Oc2c(NS(=O)(=O)c3ccc(Cl)cc3)cccc2C1=O in the list: /, -0.2
Cc1noc(C)c1NC(=O)Nc1ccc2c(c1)C(=O)N([C@H](C)CO)C[C@H](C)[C@H](CN(C)C(=O)Nc1ccccc1)OCCCC[C@@H](C)O2 in the list: /, 2.5
Cc1nccn1CC(O)COc1ccccc1Br (centres undefined) in the list: -5, ?
CO[C@H]1CN(C)C(=O)c2cc(NC(=O)C3CCCCC3)ccc2OC[C@H](C)N(Cc2nccs2)C[C@H]1C in the list: -2, 0.4

New compounds follow
SMILES,EZH2 inh,IDH1 mut inh
COC(=O)c1ccccc1NC(=O)c1ccc(NC(=O)CSc2ccccc2)cc1,31,0.1
C[C@H](CO)N1C[C@H](C)[C@@H](CN(C)S(=O)(=O)c2ccccc2)Oc2c(NC(=O)C3CCCCC3)cccc2C1=O,7,-9.1
CCCc1cn(CC[C@H]2CC[C@H](NC(=O)C3CCOCC3)[C@@H](CO)O2)nn1,4,0.1
CO[C@@H]1CN(C)C(=O)c2ccc(NS(C)(=O)=O)cc2OC[C@@H](C)N(Cc2cncnc2)C[C@@H]1C,1,-0.2
COc1ccc(NC(=O)Nc2ccc3c(c2)CC(=O)N([C@@H](C)CO)C[C@@H](C)[C@@H](CN(C)S(=O)(=O)c2ccc(Cl)cc2)O3)cc1,/,1.3
COCCOC(=O)N1C(=O)[C@@]2(c3cc(C#CCC(C(=O)OC)C(=O)OC)ccc31)[C@H](c1ccc(OCCO)cc1)N1[C@H](c3ccccc3)[C@H](c3ccccc3)OC(=O)[C@H]1[C@@H]2C(=O)NC[C@H](O)c1ccccc1,-27,/
O=C(Nc1ccccc1)N[C@@H]1CC[C@@H](CCNS(=O)(=O)c2ccccc2F)O[C@H]1CO,31,0.1
O=C(C[C@@H]1CC[C@@H](NC(=O)C2CC2)[C@H](CO)O1)NCc1ccncc1,10,-0.1
C[C@@H]1CN([C@H](C)CO)C(=O)c2cc(NC(=O)Nc3ccc4c(c3)OCO4)ccc2O[C@@H]1CN(C)S(=O)(=O)c1ccccc1,/,-0.3
O=C(NCC[C@H]1CC[C@H](NS(=O)(=O)c2ccc(Oc3ccccc3)cc2)[C@@H](CO)O1)C1CC1,-2,0.0
O=C(C[C@@H]1CC[C@H](NS(=O)(=O)c2ccc(F)cc2)[C@@H](CO)O1)NCc1ccncn1,-3,-0.2
C[C@@H]1CN([C@@H](C)CO)C(=O)Cc2cc(NS(C)(=O)=O)ccc2O[C@H]1CN(C)Cc1ccncc1,-1,-0.2
CO[C@H]1CN(C)C(=O)c2cc(NS(=O)(=O)CC(F)(F)F)ccc2OC[C@@H](C)N(CCC(F)(F)F)C[C@H]1C,-5,0.3
C[C@H]1CN([C@@H](C)CO)C(=O)c2cccc(NC(=O)c3cnccn3)c2O[C@@H]1CN(C)Cc1ccc(C(=O)O)cc1,/,1.1
Cc1ccccc1OCC(=O)NC(=S)Nc1ccccc1N1CCN(S(C)(=O)=O)CC1,-6,0.0
COc1ccc(CN(C)C[C@H]2Oc3ccc(NS(=O)(=O)c4cn(C)cn4)cc3CC(=O)N([C@@H](C)CO)C[C@H]2C)cc1,-6,/
C[C@@H]1CN([C@H](C)CO)C(=O)CCCn2nncc2CO[C@H]1CN(C)S(=O)(=O)c1ccc(C#N)cc1,/,0.8
O=C(C[C@@H]1C=C[C@@H](NC(=O)C2CC2)[C@H](CO)O1)NCc1ccncc1,-7,0.0
CCC(C)C1NC(=O)C(CC(C)C)NC(=O)C(CC(=O)O)NC(=O)C(C(C)C)NC(=O)C(CC(C)C)NC(=O)C(CC(C)C)NC(=O)C(CCC(N)=O)NC(=O)CC(CCCCCCCCCC(C)C)OC1=O (centres undefined),/,0.1
C[C@H]1CN([C@@H](C)CO)C(=O)c2cc(-c3cccc(F)c3)cnc2O[C@H]1CN(C)Cc1cccc(F)c1,-15,0.1
COc1cccc(C#Cc2cnc3c(c2)C(=O)N([C@@H](C)CO)C[C@@H](C)[C@H](CN(C)C(=O)C2CCCCC2)O3)c1,/,-0.1
C[C@@H]1CN([C@@H](C)CO)C(=O)c2cc(NC(=O)CCCCCC(=O)Nc3ccccc3N)ccc2O[C@@H]1CN(C)S(=O)(=O)c1cccs1,-11,0.0
C[C@@H]1CN([C@@H](C)CO)C(=O)Cc2cc(NC(=O)CCC(F)(F)F)ccc2O[C@@H]1CN(C)Cc1ccc2c(c1)OCO2,-3,0.0
Cc1ccc(C(C)C)c(OC(=O)CS(=O)c2ccc(C(F)(F)F)cc2[N+](=O)[O-])c1 (centres undefined),-22,0.7
C[C@@H]1CN([C@@H](C)CO)C(=O)c2cc(NC(=O)CCN3CCOCC3)ccc2O[C@H]1CN(C)Cc1ccc(-c2ccccc2)cc1,-7,/
C[C@H](CO)N1C[C@H](C)[C@@H](CN(C)C(=O)Cc2ccccc2)Oc2cc(C#Cc3ccccc3F)ccc2S1(=O)=O,/,0.2
C[C@H]1CN([C@@H](C)CO)C(=O)c2cc(-c3ccc(F)cc3)cnc2O[C@@H]1CN(C)Cc1ccccn1,/,-1.3
CCOC(=O)CNC(=O)c1cnn2cccnc12,-8,1.1
C[C@@H]1CN([C@H](C)CO)S(=O)(=O)c2ccc(-c3ccc(C(=O)N(C)C)cc3)cc2O[C@@H]1CN(C)C(=O)C1CC1,4,/
C/C=C/[C@H](CCn1cc([C@H](O)c2ccccc2)nn1)[Si](C)(C)c1ccc(OC)cc1,26,-0.5
C[C@H](CO)N1C[C@H](C)[C@@H](CN(C)Cc2ccccc2)OCc2cn(nn2)CCCC1=O,8,0.1
O=C(Cn1cnc2scc(-c3cccc([N+](=O)[O-])c3)c2c1=O)Nc1cccc(C(F)(F)F)c1,11,0.2
CCN(CC)CCSc1nnc2c3cc(C)ccc3n(C)c2n1,6,0.1
O=C(CC1CC1)N[C@H]1CC[C@H](CCNS(=O)(=O)c2ccc(Cl)cc2)O[C@H]1CO,6,0.2
COCC(=O)N(C)C[C@@H]1Oc2ncc(-c3ccc(C#N)cc3)cc2C(=O)N([C@H](C)CO)C[C@H]1C,4,-4.0
C[C@@H]1CN([C@H](C)CO)C(=O)c2cc(Br)cnc2O[C@H]1CN(C)C(=O)Cc1ccccc1,/,0.5
COCC(=O)Nc1ccc2c(c1)C(=O)N(C)C[C@H](OC)[C@@H](C)CN(C)[C@@H](C)CO2,-7,-0.1
C[C@H](O)C#Cc1cnc2c(c1)C(=O)N([C@@H](C)CO)C[C@H](C)[C@H](CN(C)C(=O)c1ccccc1)O2,/,0.5
C[C@H](CO)N1C[C@H](C)[C@H](CN(C)C)Oc2ncc(-c3cc4ccccc4o3)cc2C1=O,-7,1.1
CNC[C@@H]1Oc2ccc(NS(=O)(=O)c3cn(C)cn3)cc2C(=O)N([C@@H](C)CO)C[C@H]1C,-4,/
CNC[C@@H]1OCCCC[C@@H](C)Oc2ccc(NC(=O)CCC(F)(F)F)cc2C(=O)N([C@H](C)CO)C[C@H]1C,-10,4.0
COCC(=O)Nc1ccc2c(c1)OC[C@@H](C)NC[C@H](C)[C@H](OC)CN(C)C2=O,-1,0.5
Cc1ccc(S(=O)(=O)Nc2ccc3c(c2)C(=O)N([C@H](C)CO)C[C@@H](C)[C@H](CN(C)C)OCCCC[C@@H](C)O3)cc1,-2,/
O=C(N[C@@H]1CC[C@@H](CCNS(=O)(=O)Cc2ccccc2)O[C@H]1CO)c1ccc2c(c1)OCO2,2,-0.2
C[C@H](NC(=O)C[C@@H]1C=C[C@H](NC(=O)C2CCOCC2)[C@H](CO)O1)c1ccccc1,3,-0.2
C[C@@H]1CCCCO[C@@H](CN(C)C(=O)Nc2ccc(C(F)(F)F)cc2)[C@H](C)CN([C@@H](C)CO)C(=O)c2cc(NS(C)(=O)=O)ccc2O1,/,0.7
CO[C@H]1CN(C)C(=O)c2ccc(NC(=O)c3nc4ccccc4s3)cc2OC[C@@H](C)N(Cc2ccncc2)C[C@@H]1C,-18,5.7
CN(C)c1nc(OCC(=O)NC(C)(C)C)nc(N(C)C)n1,-14,-0.4
C[C@@H]1CN([C@H](C)CO)C(=O)Cc2cc(NC(=O)Cn3cnnn3)ccc2O[C@@H]1CN(C)Cc1ccc(-c2ccccc2)cc1,-1,/
O=C(COc1ccc2ccccc2c1Br)NCc1ccccn1,23,-0.6
O=C(C[C@@H]1C=C[C@H](NS(=O)(=O)c2ccc(F)cc2)[C@@H](CO)O1)N1CCN(c2ccccc2)CC1,3,-0.3
C[C@@H]1CN([C@H](C)CO)S(=O)(=O)c2ccc(-c3ccccc3F)cc2O[C@H]1CN(C)Cc1ccncc1,18,0.4
CO[C@H]1CN(C)C(=O)c2ccc(NS(=O)(=O)CC(F)(F)F)cc2OC[C@@H](C)N(C(=O)NC(C)C)C[C@@H]1C,5,0.5
C[C@@H]1CN([C@H](C)CO)C(=O)CCCn2nncc2CO[C@H]1CN(C)C(=O)Nc1cccc(F)c1,/,6.0
C=CCn1c(SCC(=O)c2c(C)[nH]c3ccccc23)nc2sc3c(c2c1=O)CCC3,5,-0.1
Cc1cc(NS(=O)(=O)c2ccc(NC(=O)NC(C)(C(F)(F)F)C(F)(F)F)cc2)no1,-1,-0.2
COc1ccc(OC)c(NC(=O)CSc2nnc(-c3cccnc3)s2)c1,-15,0.1
CC(C)NC(=O)Nc1ccc2c(c1)CC(=O)N([C@H](C)CO)C[C@@H](C)[C@H](CN(C)Cc1ccc(C(=O)Nc3ccccc3N)cc1)O2,-20,0.2
CC(C)CC#Cc1ccc2c(c1)O[C@H](CN(C)C(=O)c1ccccc1)[C@@H](C)CN([C@@H](C)CO)S2(=O)=O,-3,-0.4
CCC(=O)N1C[C@@H](C)[C@@H](OC)CN(C)C(=O)c2ccc(NC(=O)C3CC3)cc2OC[C@H]1C,-3,0.0
CCC(=O)N(C)C[C@H]1Oc2ncc(C#Cc3ccccc3)cc2C(=O)N([C@H](C)CO)C[C@@H]1C,-4,-1.2

The list is partial (hit frequency here may not be typical).
